# Source: PubChem BioAssay
# CXCR6 inh = CXCR6 receptor inhibitors, primary screen, cell-based, beta-arrestin, luminescence, CHO-K1 PathHunter, 1536-well | C-X-C chemokine receptor type 6 (Homo sapiens), O00574 | inhibition, % at 20 µM | 360,000 tested, 0.36% active; in the data active means inhibition above about 34%, passing the limit was not always enough;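 further: antagonist mode with CXCL16 agonist at 10 nM final; 0% = 10 nM CXCL16 with DMSO and 100% = unstimulated wells without agonist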
# UBC13 inh = UBC13 polyubiquitin chain formation inhibitors, primary screen, biochemical, TR-FRET, uHTS. inhibition, % at 20 µM. 330,000 tested, 0.47% active; in the data active means inhibition above about 45%, passing the limit was not always enough
# CCR6 antag = CCR6 receptor antagonists, primary screen, cell-based, CHO-K1, luminescence, beta-arrestin, uHTS; 340,000 tested, 0.49% active; C-C chemokine receptor type 6 (Homo sapiens), P51684; AID 493098, 2011; inhibition, % at 20 µM; CHO-K1 CCR6 PathHunter beta-arrestin, CCL20-stimulated;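 active means compounds whose inhibition of the agonist-driven luminescence signal at 20 µM reaches about 50%, limit read from the data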;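 further: cells stimulated with CCL20 at 14 nM final; plate controls were DMSO with CCL20 for no effect and DMSO without agonist for full effect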
# Gli-Sufu block = Gli-Sufu pathway antagonists, primary screen, luciferase luminescence, Sufu-KO-LIGHT cells, uHTS; Sufu-KO-LIGHT fibroblasts, Gli luciferase reporter luminescence; inhibition, % at 5 µM; 340,000 tested, 0.74% active; AID 588413, 2011;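 active means inhibition above about 55%, limit read from the data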;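 further: 0% = DMSO-treated cells and 100% = wells with medium but no cells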
# Jurkat NFkB inh = inhibitors of induced NF-kB luciferase reporter, primary screen, TCR NF-kB activation inhibitor project, cell-based, luminescence, uHTS; Jurkat, PMA/ionomycin-induced NF-kB luciferase reporter; inhibition, % at 4 µM; 330,000 tested, 0.53% active; AID 435003, 2010; in the data active means inhibition above about 50%
# 697 NFkB inh = inhibitors of PMA/ionomycin-induced NF-kB reporter, 697 cells, primary screen, B-cell NF-kB inhibitor project, cell-based, luminescence, uHTS | 330,000 tested, 0.33% active | inhibition, % at 4 µM | 697 B-cell NF-kB luciferase reporter, 16 h; in the data active means inhibition above about 35%
# EBI2 block = EBI2 receptor antagonists, beta-arrestin recruitment, primary screen, cell-based, luminescence, 7a,25-OHC stimulation, uHTS | 7a,25-OHC stimulated | inhibition, % at 5 µM | 360,000 tested, 0.81% active | AID 651636, 2012; in the data active means inhibition above about 38%;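 further: enzyme fragment complementation signal reports receptor beta-arrestin coupling in cells; 0% = agonist plus DMSO wells and 100% = wells without agonist; some results beyond the cut were filed as inactive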
# Target sequence (P32249 whole entry, looked up, the tested form may be a part): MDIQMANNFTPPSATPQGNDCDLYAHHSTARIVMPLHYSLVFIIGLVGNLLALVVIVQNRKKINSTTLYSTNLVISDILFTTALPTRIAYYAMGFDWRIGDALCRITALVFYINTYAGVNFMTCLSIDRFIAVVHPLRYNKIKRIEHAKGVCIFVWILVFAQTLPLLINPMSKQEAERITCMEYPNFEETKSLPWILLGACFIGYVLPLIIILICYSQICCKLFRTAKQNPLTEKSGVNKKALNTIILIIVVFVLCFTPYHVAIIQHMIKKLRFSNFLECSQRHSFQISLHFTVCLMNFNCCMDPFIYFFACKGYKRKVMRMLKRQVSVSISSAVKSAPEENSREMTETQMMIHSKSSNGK
# APJ antag = antagonists of human apelin receptor APJ, primary screen, CHO-K1 cells, beta-arrestin complementation, luminescence; inhibition, % at 20 µM; 330,000 tested, 0.32% active; AID 2521, 2010;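 active means inhibition above about 40% at 20 µM, limit read from the data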;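 further: cells challenged with 10 nM apelin-13 agonist together with compound; plate controls were apelin-13 plus DMSO wells for no effect and DMSO wells lacking apelin-13 for full effect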
# Starred values were filed as active, the others as inactive. Rows are unselected. Share with any hit: about 3%.
compound | CCR6 antag | UBC13 inh | EBI2 block | APJ antag | Jurkat NFkB inh | 697 NFkB inh | CXCR6 inh | Gli-Sufu block
C/C(=N/NC(=O)CNC(=O)C1COc2ccccc2O1)c1cccc(O)c1 (stereo unspecified) | 9 | 11 | -15 | 4 | -8 | 7 | -2 | -3
CCCc1nc2c(=O)n(C)c(=O)[nH]c2n1C | 7 | -18 | 5 | -6 | 5 | 10 | 6 | -24
Cc1ncc(CN2CCCC(C(=O)Nc3ccc(-c4cccc(F)c4)cc3)C2)n1C (stereo unspecified) | 7 | -1 | 3 | 1 | -3 | -32 | -9 | 25
Cc1ccc(OCc2cc(C(=O)N3CCC(C(O)C(C)C)CC3)no2)cc1C (stereo unspecified) | 3 | 2 | 23 | -3 | -21 | -24 | 1 | 10
COc1ccc(OCC(=O)OC2CCN(C)CC2)cc1 | 11 | -2 | 6 | 20 | -20 | -36 | 2 | 12
O=C(CCN1C(=O)/C(=C/c2ccccc2)SC1=S)NNC(=O)c1ccncc1 | 3 | 0 | -5 | -5 | 7 | 6 | 0 | 6
CC(=O)Nc1cnc(NC(=O)c2cccc(F)c2)cc1C | 2 | 2 | 3 | 6 | -58 | -50 | 0 | 9
COc1ccc(C(=O)CNc2cccc(F)c2)cc1 | 60* | -1 | 0 | 45* | -20 | 7 | 35 | 2
CC(=O)c1ccc(OCc2cc(C(=O)N(C)CCN3CCOCC3)no2)cc1 | 10 | -2 | -1 | 25 | -13 | -2 | 2 | -4
COc1cccc(-n2cc(CN(C)Cc3nc(Cc4ccccc4)no3)cn2)c1 | 9 | 0 | 7 | -9 | -10 | 5 | 2 | -4
CCn1c(SCC(=O)NCc2ccco2)nc2c(c1=O)SC(C)C2 (stereo unspecified) | 3 | -8 | 2 | 15 | 6 | 12 | -2 | -2
O=[N+]([O-])c1cc(Cl)cc(/C=N\Nc2ccccn2)c1O | 74* | -121 | 32 | 20 | -12 | -8 | 78* | 57*
COC(=O)c1nnn(CC(=O)NC(=O)Nc2ccccc2F)c1C(=O)OC | 10 | 7 | -11 | -14 | 1 | 14 | -2 | 3

# Some of these compounds in order of the UBC13 inh value, descending.
Compound,CCR6 antag,UBC13 inh,EBI2 block,APJ antag,Jurkat NFkB inh,697 NFkB inh,CXCR6 inh
Cc1ccc(OCc2cc(C(=O)N3CCC(C(O)C(C)C)CC3)no2)cc1C (stereo unspecified),3,2,23,-3,-21,-24,1
O=C(CCN1C(=O)/C(=C/c2ccccc2)SC1=S)NNC(=O)c1ccncc1,3,0,-5,-5,7,6,0
COc1ccc(C(=O)CNc2cccc(F)c2)cc1,60*,-1,0,45*,-20,7,35
CCn1c(SCC(=O)NCc2ccco2)nc2c(c1=O)SC(C)C2 (stereo unspecified),3,-8,2,15,6,12,-2
O=[N+]([O-])c1cc(Cl)cc(/C=N\Nc2ccccn2)c1O,74*,-121,32,20,-12,-8,78*

# Molecules listed so far with sulfur, in the order listed:
compound | CCR6 antag | UBC13 inh | EBI2 block | APJ antag | Jurkat NFkB inh | 697 NFkB inh | CXCR6 inh | Gli-Sufu block
O=C(CCN1C(=O)/C(=C/c2ccccc2)SC1=S)NNC(=O)c1ccncc1 | 3 | 0 | -5 | -5 | 7 | 6 | 0 | 6
CCn1c(SCC(=O)NCc2ccco2)nc2c(c1=O)SC(C)C2 (stereo unspecified) | 3 | -8 | 2 | 15 | 6 | 12 | -2 | -2

# By substructure: those above with an aryl methoxy group
compound | CCR6 antag | UBC13 inh | EBI2 block | APJ antag | Jurkat NFkB inh | 697 NFkB inh | CXCR6 inh | Gli-Sufu block
COc1ccc(OCC(=O)OC2CCN(C)CC2)cc1 | 11 | -2 | 6 | 20 | -20 | -36 | 2 | 12
COc1ccc(C(=O)CNc2cccc(F)c2)cc1 | 60* | -1 | 0 | 45* | -20 | 7 | 35 | 2
COc1cccc(-n2cc(CN(C)Cc3nc(Cc4ccccc4)no3)cn2)c1 | 9 | 0 | 7 | -9 | -10 | 5 | 2 | -4
